mcGAS inh = cyclic GMP-AMP synthase inhibitors, mouse, primary biochemical chemiluminescence; inhibition, % at 12.5 µM; recombinant cGAS, Kinase-Glo ATP depletion luminescence; Q8C6L5; 160,000 compounds, 0.15% hits; AID 1259399, 2018;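 note: 0% = negative control wells and 100% = reference inhibitor with no enzyme activity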
hcGAS inh = Primary biochemical luminescence assay for human cyclic GMP-AMP synthase inhibitors. Q8N884. recombinant h-cGAS, ATP depletion, Kinase-Glo luminescence. inhibition, % at 12.5 µM. 290,000 compounds, 0.081% hits;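 note: 0% = vehicle reaction and 100% = reaction without DNA for no activity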
Target sequence (Q8N884 whole entry, looked up): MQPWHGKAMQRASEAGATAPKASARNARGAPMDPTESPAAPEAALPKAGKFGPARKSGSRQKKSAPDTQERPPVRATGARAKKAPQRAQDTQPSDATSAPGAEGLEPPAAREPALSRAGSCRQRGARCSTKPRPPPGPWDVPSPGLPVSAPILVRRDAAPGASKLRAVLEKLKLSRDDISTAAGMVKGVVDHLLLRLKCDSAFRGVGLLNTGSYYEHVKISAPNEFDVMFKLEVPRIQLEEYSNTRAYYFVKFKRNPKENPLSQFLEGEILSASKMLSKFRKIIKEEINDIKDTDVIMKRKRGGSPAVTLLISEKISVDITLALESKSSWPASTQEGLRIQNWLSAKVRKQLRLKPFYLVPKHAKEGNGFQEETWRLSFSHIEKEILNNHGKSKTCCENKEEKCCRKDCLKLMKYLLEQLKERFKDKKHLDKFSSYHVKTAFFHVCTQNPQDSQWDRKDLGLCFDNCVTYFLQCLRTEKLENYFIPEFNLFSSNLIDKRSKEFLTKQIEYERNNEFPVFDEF
NPYLR7 ag = agonists of mosquito NPYLR7 receptor, primary screen, cell-based, Aedes aegypti, calcium fluorescence, mosquito biting behavior; Aedes aegypti neuropeptide Y-like receptor 7 (NPYLR7); HEK293T NPYLR7/Galpha15, GCaMP6s calcium fluorescence; activation, % at 10 µM; 270,000 compounds, 0.15% hits; in the data active = activation above about 40%;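 note: 0% = vehicle and 100% = reference agonist at the receptor; some compounds past the cut are filed as inactive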
Starred values were filed as active, the others as inactive; nt = not tested or not shown. Cut-off read from the data, not from the text of the source, unless noted: active = inhibition above about 40%; inactive = the rest.

Screens in order – mcGAS inh | hcGAS inh | NPYLR7 ag
CCOC(=O)C1CCCCN1S(=O)(=O)N1CCN(S(=O)(=O)C2CCS(=O)(=O)C2)CC1 (centres undefined)
  nt | 10 | 0
COCCCNC(=O)c1nn(-c2ccc(C)c(Cl)c2)c(=O)n(Cc2ccc(F)cc2)c1=O
  -3 | -2 | 0
Cc1cc(O)c2c(c1)C(=O)c1cc(O)cc(O)c1C2=O
  2 | 5 | -6
CN(C)CCCOc1ccc(-c2nnc3ccc(C#Cc4ccc(C(=O)N(C)C)cc4)cn23)cc1
  -6 | -2 | 16
CC1(C)Cc2cccc(OC3CCN(C(=O)Nc4cn[nH]c4)CC3)c2O1
  -8 | -3 | -4
CCC(C)N(Cc1ccncc1)C(=O)c1occc1C (centres undefined)
  -1 | -1 | -1
CN(NC(=O)c1ccc(CSc2ccc3ccccc3n2)cc1)c1ccccc1
  -5 | -6 | -20
COc1ccc(Cn2cnc3cnc(-c4cc(OC)c(OC)c(OC)c4)cc32)cc1OC
  -9 | -5 | 9
CCCC(NC(=O)C(C)S(=O)(=O)Cc1cc(C)ccc1C)c1ccccc1 (centres undefined)
  -15 | -7 | -4
CCn1c(C2CCCN(Cc3cccc4nonc34)C2)n[nH]c1=O (centres undefined)
  nt | 3 | -1
CCCn1c(N)c(-c2csc(Nc3ccc(F)c(Cl)c3)n2)c(=O)[nH]c1=O
  nt | -5 | 1
CCOc1cc(Nc2ccc(NC(=O)C(CC)CC)cc2)nc(C)n1
  -8 | -10 | 8
Cc1sc(NC(=O)C2C3C=CC(C3)C2C(=O)O)nc1-c1ccccc1 (centres undefined)
  -5 | -5 | 3
CCCCc1ccc(C(=O)Nc2c(-c3ccc(OC)cc3)nc3ccccn23)cc1
  -2 | -4 | -3
Cc1nc2sc(C)c(C)n2c(=O)c1NC(=O)c1ccccc1Cl
  nt | 1 | -2
Cc1ccc(NS(=O)(=O)c2cc(NC(=O)C3CC3C)ccc2C)c(C)c1 (centres undefined)
  nt | -2 | 2
Cc1ccc(-n2ncc3c(=O)[nH]c(-n4nc(C)cc4NC(=O)COc4ccccc4F)nc32)cc1
  -6 | -4 | -3
Cn1nnc2cc(C3CC(=O)Nc4cc5[nH]ncc5cc43)ccc21 (centres undefined)
  nt | -7 | -3
O=C1OCCN1CCn1ccnc1-c1ccc(CO)o1
  nt | -7 | 5
Cc1sc(=O)n(CCOC(C)(C)C)c1C
  nt | -12 | 19

Filtered by structure: the entries above with a Cl atom (3)
Screens in order – mcGAS inh | hcGAS inh | NPYLR7 ag
COCCCNC(=O)c1nn(-c2ccc(C)c(Cl)c2)c(=O)n(Cc2ccc(F)cc2)c1=O
  -3 | -2 | 0
CCCn1c(N)c(-c2csc(Nc3ccc(F)c(Cl)c3)n2)c(=O)[nH]c1=O
  nt | -5 | 1
Cc1nc2sc(C)c(C)n2c(=O)c1NC(=O)c1ccccc1Cl
  nt | 1 | -2

Going on with the list.
Screens in order – mcGAS inh | hcGAS inh | NPYLR7 ag
CCC(C)(C)c1ccc(OCCCCNC(=O)CCCSc2nnc(-c3ccc(C)cc3)n2-c2ccccc2OC)c(C(C)(C)CC)c1
  -4 | 1 | nt
CC(=O)O[C@H]1CC[C@@]2(C)C(C[C@@H](OC(C)=O)[C@]3(C)C2CC[C@@]2(C)[C@H](c4ccoc4)OC(=O)[C@H]4O[C@]423)C1(C)C (some centres undefined)
  -3 | -4 | nt
O=C(CCN(CCCN1CCOCC1)c1nc(-c2cccs2)nc2ccccc12)Nc1ccc(F)cc1
  -4 | -4 | -2
Cc1ccc(C)c(CSc2ccc3nnc(CCNS(=O)(=O)c4ccccc4)n3n2)c1
  -8 | -6 | 5
NC(=O)Cn1cnc2c(nnn2-c2ccc(Br)cc2)c1=O
  -4 | -2 | -9
CCOCc1cn(CC(=O)c2ccc(CC)cc2)c(C)nc1=N
  nt | -8 | 2
O=C1C=CC(=O)N1c1cccc(Cl)c1
  2 | 3 | 5
CC(C)N1CCC1(C)C(=O)Nc1cccc2ccccc12 (centres undefined)
  0 | 2 | -7
CCc1ccc[n+](C2=C(c3c(CC)[nH]n(-c4ccc(F)cc4)c3=O)C(=O)N(CC3CCCO3)C2=O)c1 (centres undefined)
  -11 | -15 | -4
CC(=O)Nc1cccc(-c2cnc(N3CCOCC3)nc2-c2ccc(C)cc2)c1
  0 | 0 | 10
O=c1ccn(-c2nc(-c3ccccc3)sc2-c2ccccc2)c(=O)[nH]1
  nt | -10 | 11
Cc1cc2cc(CCNC(=O)CC3CCCCC3)c(=O)[nH]c2cc1C
  -8 | -7 | 2
CC(=O)Nc1ccc(CN(C)c2c(C)nc3ccc(C(=O)N(C)Cc4ccco4)cn23)cc1
  -2 | -5 | 10
COCCOC(=O)C1=C(C)NC2=C(C(=O)CC(c3ccccc3)C2)C1c1ccc(OCc2ccccc2)cc1 (centres undefined)
  -8 | -5 | 19
C=CCN(CC(=O)N1CCc2sccc2C1c1ccc(Cl)cc1)C(=O)c1ccc(CCCC)cc1 (centres undefined)
  0 | 6 | -2
CCOc1ccc(C2NC(=O)NC3=C2C(=O)N(CC(C)C)C3)cc1 (centres undefined)
  nt | -9 | 13
Cc1noc(C)c1CN(C)C(=O)Nc1cc(N2CCCC2=O)ccc1Cl
  -17 | -10 | 1
O=C1CCCN1CC1CCN(C(=O)c2ccc(N3CCOCC3)nc2)CC1
  nt | -5 | 4
N#Cc1cccc(OCC(=O)NC2(C#N)CCCC2)c1
  nt | 2 | -9
Cc1ccc(C(=O)OCC(O)Cn2ccc(NC(=O)c3ccccc3)nc2=O)cc1 (centres undefined)
  nt | 5 | -4
CCCN(CCC)S(=O)(=O)c1ccc(C(=O)NNc2nc(-c3ccccc3)c3cc(Br)ccc3n2)cc1
  2 | 0 | -9
COc1ccc(C)cc1S(=O)(=O)NCCc1csc2nc(-c3ccc(C)cc3)nn12
  0 | 1 | 11
OCCC1CN(Cc2cc3ccccc3[nH]2)CCN1Cc1ccc(F)c(F)c1 (centres undefined)
  nt | -2 | 1
CNS(=O)(=O)c1ccc(CN(C)CCOc2ccc(C)cc2C)cc1
  -16 | -9 | 5
CCOC(=O)C1=C(C)NC2=C(C(=O)CC(c3ccc(OC)cc3)C2)C1c1ccccc1F (centres undefined)
  nt | -9 | 0
Cc1cccc(-n2c(CNC(=O)c3ccco3)nnc2SCC(=O)Nc2nnc(C)s2)c1
  -4 | -5 | -8
CC(C)c1nc(CN(C)C(=O)C2CC(=O)N(Cc3ccncc3)C2)cs1 (centres undefined)
  nt | -1 | 7
Cc1cnc(NC(=O)C2CCCCN2C(=O)C(C)C)s1 (centres undefined)
  nt | -13 | 6
O=C(C1CCC1)N(CCN1CCOCC1)Cc1nccn1Cc1ccccc1F
  -4 | 1 | 5
COc1ccc([N+](=O)[O-])cc1/C=C1\C(=O)N(c2ccccc2)N=C1C
  -2 | -4 | 0
CC(c1ccccn1)N(C)Cc1cn[nH]c1C(=O)O (centres undefined)
  -10 | -3 | 3
COc1cc(C(=O)C(C)C(=O)N(Cc2ccccc2)Cc2ccccc2)cc(OC)c1OC (centres undefined)
  nt | -6 | 3
CCCCn1c(N)c(N(CCC(C)C)C(=O)CCl)c(=O)[nH]c1=O
  0 | -2 | -10
CCCCN(Cc1nccn1C)c1nc2ccccc2c2nnc(C3CC3)n12
  nt | -3 | 0
COC(=O)CSc1ncnc2c1nnn2-c1ccc(F)cc1
  -4 | -7 | 12
CS(=O)(=O)NCCSCC(O)c1ccccc1 (centres undefined)
  nt | 1 | -1
CCOc1ccc(S(=O)(=O)N2CCN(C(=O)CSc3nc4ccccc4o3)CC2)cc1
  nt | -4 | 5
CC(C)C(=O)Nc1cc(C(F)(F)F)ccc1-n1ccnc1
  -8 | -5 | -3
O=C(NC(=S)Nc1nc2c(s1)CCCC2)C1CCCCC1
  nt | -6 | -3
Cc1ccccc1C(=O)NCCn1nc(-c2ccc(Cl)cc2)ccc1=O
  -8 | -5 | 0

Reformatted: 2 of the compounds above.
> CC(C)C(=O)Nc1cc(C(F)(F)F)ccc1-n1ccnc1
  mcGAS inh: -8; hcGAS inh: -5; NPYLR7 ag: -3
> O=C(NC(=S)Nc1nc2c(s1)CCCC2)C1CCCCC1
  mcGAS inh: nt; hcGAS inh: -6; NPYLR7 ag: -3

Next section
Screens in order – mcGAS inh | hcGAS inh | NPYLR7 ag
O=C(Nc1nnc(-c2ccc3c(c2)OCO3)s1)C1CCCN1C(=O)Nc1cccc(C(F)(F)F)c1 (centres undefined)
  -6 | -3 | 10
Cc1cc(CN2CCN(C3Cc4ccccc4C3)CC2)n[nH]1
  nt | -7 | 12
O=c1c2cc3ccccc3oc-2nn1-c1ccccc1
  -3 | -6 | 2
COC(=O)c1ccc(N=C2SC(C(=O)Nc3ccccc3)CC(=O)N2C)cc1 (centres undefined)
  -4 | -8 | -1
O=C1NCCCC[C@@H]1Nc1ccc(-c2nc(Cc3ccccc3)no2)cn1
  nt | -10 | 14
Cc1cc(NC(=O)c2ccco2)sc1C
  nt | -8 | 8
COc1ccc(C2(C(=O)N3CCN4C(=O)CN(C)C(=O)C4C3)CC2)cc1 (centres undefined)
  nt | 3 | -11
O=C(c1cnc(Cl)c(Cl)c1)N(CC(F)(F)F)C1CCCC1
  nt | -7 | 6
CC(=O)Nc1cnc(-c2ccc(F)cc2)cn1
  nt | -18 | 3
CNc1ccc(C(=O)N2CCN(Cc3cccc(-c4noc(-c5cccnc5)n4)c3)CC2)cc1
  -7 | -10 | nt
Cc1ccc(Oc2cnn(-c3ccc(Cl)c(Cl)c3)c(=O)c2Nc2ccc(C(=O)O)cc2)cc1
  nt | -1 | 31
CCc1ccc(-c2noc(CN3CCN(S(=O)(=O)c4ccccc4)CC3)n2)cc1
  nt | -6 | -5
COc1ccc2oc(C(=O)NC3=NCCS3)c(C)c2c1
  nt | 6 | -13
CCN(CCn1cccn1)Cc1cn(Cc2ccccc2)nc1-c1ccc2c(c1)OCO2
  -5 | -4 | -6
Cc1cn2c(=O)c(C(=O)Nc3ccccc3NC(=O)c3cnc4sc(C)cn4c3=O)cnc2s1
  nt | -2 | 3
CCOc1nc(-c2cccc(C(F)(F)F)c2)n(-c2cccc(NC(=O)c3ccc(OC)cc3)c2)n1
  -8 | -7 | 2
COc1ccc2[nH]cc(CCN3CCOC3=O)c2c1
  -8 | -4 | -11
COCc1nc2ccccc2n1Cc1c(Cl)cccc1Cl
  -4 | -7 | 1
Cn1c2c(c3ccccc31)C[C@H]1C[C@@H]2[C@@H](Oc2ccccn2)CN1c1ccccn1
  -2 | 3 | -5
CN1C(=O)C2(CCN(C(=O)[C@@H](N)Cc3cnc[nH]3)CC2)c2ccccc21
  nt | -5 | 2
Cc1[nH]nc2ncc(C(=O)NC3CCCC(C)C3C)cc12 (centres undefined)
  nt | -11 | 7
COc1cc(NC(=O)C(C2CCCC2)N2CCN(C(=O)c3ccc(F)cc3)CC2)cc(OC)c1 (centres undefined)
  -7 | -9 | -2
CCCn1cnnc1CN1CC(C(=O)O)CC1=O (centres undefined)
  nt | -6 | 1
CCOc1ccc(C2=NC(=Cc3ccccc3OC)C(=O)O2)cc1
  -4 | -6 | 3
O=C1NC2(CCN(Cc3cccc(C(F)(F)F)c3)CC2)Nc2cc(Cl)ccc21
  -3 | -4 | 2
CCOc1ccccc1-n1cnnn1
  nt | -1 | 9
COC(=O)c1sc(N)nc1C
  -8 | -4 | 4
O=C1CCN(C(=O)c2cc3cn(CC4CCCO4)cc3cn2)CCN1 (centres undefined)
  nt | -10 | 14
Cc1cccc(Nc2ccc(NCCNS(=O)(=O)c3ccc(F)cc3)nn2)n1
  nt | -7 | 11
CN(C)c1nc2c(c(N3CCn4cncc4C3)n1)CCCC2
  -20 | -8 | 21
COc1cccc(CN2CCNC(=O)C2CC(=O)NCCc2cccc(C)n2)c1OC (centres undefined)
  -9 | -8 | 3
Cc1cc2ccccc2n1CCC(=O)NCc1nc(CC(C)C)no1
  -11 | -6 | 12
O=C(c1ccc(-c2cc(-c3ccc(Cl)cc3Cl)[nH]n2)cc1)N1CCC(Cc2ccccc2)CC1
  -7 | -9 | -3
CC(=O)N1CCOC(Cc2cccc(C(F)(F)F)c2)C1 (centres undefined)
  -10 | 0 | -4
COCCCN(CC(=O)Nc1cc(C(C)(C)C)nn1-c1cccc(C)c1)S(=O)(=O)c1ccc(F)cc1
  -6 | -2 | 24
Cc1ccccc1C(=O)N1CCN(C(C(=O)NCCCN2CCOCC2)C2CCCC2)CC1 (centres undefined)
  -3 | 2 | -6
CC(=O)NC(NCc1ccc(F)cc1)(C(F)(F)F)C(F)(F)F
  nt | -9 | 6
NC(=O)CSc1nnc2ccc(-c3cccnc3)nn12
  -7 | -5 | -8
CCc1[nH]c2ccc(CNC(=O)CC3CCS(=O)(=O)CC3)cc2c1C
  nt | -5 | -3
CNC(=O)[C@@H]1[C@@H](c2ccccc2)CN2CCN(Cc3cc(C)no3)C[C@H]12
  -3 | -10 | 11
CCOC(=O)CNC(=O)Cc1ccc(OC(CCN2CCOCC2)c2cccs2)cc1 (centres undefined)
  nt | -7 | -1
O=C(C1Cc2cc(Cl)ccc2O1)N1CCN(C2CCS(=O)(=O)C2)CC1 (centres undefined)
  nt | -2 | -2
O=C(Nc1nnc(-c2ccc(Br)cc2)s1)C1CCCN1C(=O)C(c1ccccc1)c1ccccc1 (centres undefined)
  -3 | -8 | 10

High-throughput results deposited in PubChem by Fisher Drug Discovery Resource Center.
